EWS-Fli block: EWS/Fli transcriptional activity inhibition | A673 NR0B1-luciferase reporter, viability-normalised | 350,000 compounds, 0.67% hits | inhibition, % at 12.6 µM;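 active = mean inhibition of at least 50% after viability correction, with every replicate also passing that limit; inconclusive = mean reaches 50% but only one of two replicates passes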;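 note: firefly luciferase signal divided by Alamar Blue viability fluorescence both relative to DMSO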
PAX8 inh HTS: PAX8 transcriptional activity inhibition. RMG-I TPO-luciferase reporter, SteadyGlo, 24 h. inhibition, % at 12.6 µM. 360,000 compounds, 1.2% hits;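 active = mean replicate inhibition at least 60% with every replicate also reaching 60%; inconclusive = only one of the two criteria is met; inactive = mean below 60% and not all replicates reaching 60%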;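 note: luciferase light reporting Pax8 driven TPO promoter activity; plate controls were median of neutral control wells for no effect and mitoxantrone controls for full effect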
S100A4 MyoIIA: inhibitors of human S100A4 binding to myosin IIA peptide. inhibition, % at 10.7 µM. S100A4/TAMRA-MyoIIA peptide fluorescence polarization. 360,000 compounds, 0.14% hits;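 active = mean inhibition of at least 70% across replicates, with every replicate also reaching that level; inconclusive = mean inhibition reaches 70% but some replicates fall short; inactive = mean inhibition below 70%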
Target sequence (P26447 whole entry, looked up): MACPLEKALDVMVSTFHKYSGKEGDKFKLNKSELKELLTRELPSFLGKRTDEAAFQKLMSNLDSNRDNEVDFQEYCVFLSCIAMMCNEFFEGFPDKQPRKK
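assay system = human S100A4 monomer with TAMRA-labelled myosin IIA peptide | also added = labelled myosin peptide probe, 5 nM | incubation = 5 min between mix addition and reading | control set = DMSO and TFP controls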
LGR2 antag: blocks bursicon-induced cAMP signaling via Drosophila LGR2. HEK293 LGR2, CRE-luciferase, bursicon-stimulated, 4 h. inhibition, % at 9.99 µM. 380,000 compounds, 0.35% hits;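 active = drop in luminescence signal, shown as inhibition above about 50% in the replicate tests, limit read from the data, passing the limit was not always enough; inconclusive = probably only some replicates passing the limit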;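 note: agonist challenge used bursicon conditioned medium at about half maximal strength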
PGC1a acetyl inh: PGC1a acetylation modulation, inhibitor mode; U2OS PGC1a acetylation, AlphaScreen anti-acetyl-lysine; with virally co-expressed GCN5 acetyltransferase; inhibition, % at 15.6 µM; 350,000 compounds, 0.17% hits; AID 651687;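 active = every replicate shows inhibition of at least 40%; inconclusive = mean inhibition at least 40% but some replicate below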;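 note: 0% = neutral control wells and 100% = positive control wells; some results beyond the cut were filed as inactive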
FN deposit inh: fibronectin deposition inhibition | AH1F fibroblasts, Alexa488-fibronectin deposition fluorescence, overnight | inhibition, % at 12.6 µM | 350,000 compounds, 0.086% hits | AID 743247;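 active = mean inhibition across replicates of 30% or more, regardless of how many single replicates reach that level; inconclusive = mean under 30% yet at least half of replicates reach 30%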;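 note: positive control wells lacked labelled fibronectin entirely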
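test system = AH1F fibroblasts assembling fluorescent fibronectin matrix | quantity = 10000 AH1F cells per well | buffer or medium = DMEM plus 2% serum, read in PBS | doses = single dose, pinned | incubation = 1 h cell attachment, overnight exposure to compound and label | detection = fluorescence at 485 nm excitation, 525 nm emission | read-out basis = inhibition from reduced deposited-fibronectin fluorescence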
PglD DTNB: inhibitors of Campylobacter jejuni PglD acetyltransferase; AID 602405; inhibition, % at 12.5 µM; 360,000 compounds, 0.098% hits; purified PglD enzyme, DTNB colorimetric CoA detection; in the data active = inhibition above about 16%, passing the limit was not always enough; inconclusive = no clear call, values can overlap the other calls; note: strong numbers were not always called active
ERAP1 inh: inhibitors of human ERAP1 aminopeptidase; 340,000 compounds, 0.15% hits; inhibition, % at 10.7 µM; Q9NZ08; recombinant ERAP1, Leu-AMC fluorescence, 60 min;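 active = mean replicate inhibition of at least 30%, or all replicates individually reaching that 30% level; inactive = mean below 30% and not every replicate reaching it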;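 note: 0% = neutral control wells and 100% = L-leucinethiol positive control wells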
Target sequence (Q9NZ08 whole entry, looked up): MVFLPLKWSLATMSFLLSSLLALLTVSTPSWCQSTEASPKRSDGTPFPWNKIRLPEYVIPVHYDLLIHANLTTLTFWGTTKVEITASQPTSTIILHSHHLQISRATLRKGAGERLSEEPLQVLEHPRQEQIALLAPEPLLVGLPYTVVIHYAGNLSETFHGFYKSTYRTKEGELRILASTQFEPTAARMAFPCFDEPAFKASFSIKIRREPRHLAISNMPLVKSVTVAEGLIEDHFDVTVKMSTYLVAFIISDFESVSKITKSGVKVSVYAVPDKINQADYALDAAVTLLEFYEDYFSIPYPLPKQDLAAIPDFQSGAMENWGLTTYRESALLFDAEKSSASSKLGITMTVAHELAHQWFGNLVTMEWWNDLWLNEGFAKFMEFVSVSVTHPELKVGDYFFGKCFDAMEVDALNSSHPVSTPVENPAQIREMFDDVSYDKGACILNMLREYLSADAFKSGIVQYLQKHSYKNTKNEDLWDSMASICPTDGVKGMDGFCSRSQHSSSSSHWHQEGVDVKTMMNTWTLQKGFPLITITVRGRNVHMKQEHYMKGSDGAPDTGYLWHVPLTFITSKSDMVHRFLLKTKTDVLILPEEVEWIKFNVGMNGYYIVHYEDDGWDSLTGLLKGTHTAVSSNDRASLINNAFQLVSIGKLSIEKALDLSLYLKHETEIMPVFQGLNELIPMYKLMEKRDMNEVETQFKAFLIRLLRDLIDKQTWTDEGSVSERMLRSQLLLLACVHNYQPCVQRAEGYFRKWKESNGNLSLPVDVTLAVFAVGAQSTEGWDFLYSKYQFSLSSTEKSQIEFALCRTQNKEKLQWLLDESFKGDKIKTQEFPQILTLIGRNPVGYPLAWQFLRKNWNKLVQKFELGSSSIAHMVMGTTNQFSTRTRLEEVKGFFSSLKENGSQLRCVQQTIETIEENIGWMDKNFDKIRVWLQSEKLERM
* = called active by the depositor; ? = inconclusive; . = not tested or not shown; & = joins results of further samples.

Values run as follows: EWS-Fli block, PAX8 inh HTS, S100A4 MyoIIA, LGR2 antag, PGC1a acetyl inh, FN deposit inh, PglD DTNB, ERAP1 inh
1. CCC1=NN2C(=N)/C(=C\c3cccn3-c3ccc(Cl)cc3)C(=O)N=C2S1
  2, 2, -14, ., ., -4, ., 5
2. CCOC(=O)C1=C(CS(=O)(=O)c2ccccc2)NC(=O)NC1c1ccc(O)c(OC)c1 (centres undefined)
  1, 4, 9, -2, ?, 1, 6, .
3. CC(C)CN1CCN(CC#Cc2ccccc2)CC1CCO (centres undefined)
  14, 20, -3, -36, 1, 0, ., 0
4. Nc1nc(-c2ccco2)nn1S(=O)(=O)c1ccc(Cl)cc1
  15, 5, 1, -30, ., ., ., 1
5. CC1Nc2ncnc(N3CCc4ccccc4C3)c2N(Cc2ccc(Br)cc2)C1=O (centres undefined)
  9, 21, -7, 3, 3, -3, -1&7, 8
6. COc1ccccc1NS(=O)(=O)c1cc(C(=O)N2CCN(C/C=C/c3ccccc3)CC2)ccc1C
  27, 30, -7, 10, ., 2, -2, 0
7. COc1ccc(Nc2nc(S(=O)(=O)c3ccc(C)cc3)c(Cl)s2)cc1
  9, 10, 0, 15, -19, ., 0, 2
8. CCN1[C@@H]2c3ccc(C4=CCCC4)c(=O)n3C[C@@H]2[C@@H](CO)[C@@H]1C(=O)N(C)C
  -4, ., 5, -14, ., ., -1, 2
9. CCCNC(=O)N1CCC2(CC1)CN(Cc1ccc(F)cc1)[C@@H](CO)c1[nH]c3cc(OC)ccc3c12
  16, 2, -7, 0, 6, ., ., -2
10. O=C(NCCN1CCOCC1)c1cc(-c2ccc(Cl)cc2)on1
  -15, ., -6, 13, 2, ., -5, 1
11. Nc1ccc(S(=O)(=O)Nc2nccc(/C=C/c3ccc(Br)s3)n2)cc1
  2, -11, 1, -12, 15, -11, ., -3
12. OCCOCCn1c(C(CO)Nc2nc(-c3cccc(Br)c3)cs2)nc2ccccc21 (centres undefined)
  2, 10, -7, -4, ., -4, 2, -1
13. Cc1noc(C)c1NC(=O)Nc1ccc2c(c1)C(=O)N([C@H](C)CO)C[C@H](C)[C@@H](CN(C)Cc1ccc3c(c1)OCO3)O2
  7, -8, -8, -25, 1, ., -1, 1
14. Cc1ccc(C)c(OCC(=O)Nc2c[nH]c(=O)[nH]c2=O)c1
  0, 5, 1, 2, ., 0, ., -2
15. C[C@H]1CN([C@@H](C)CO)C(=O)c2cccc(NS(=O)(=O)c3ccccc3)c2O[C@H]1CN(C)Cc1ccncc1
  -6, -14, -3, 10, 3, ., -2, 0
16. COc1ccccc1/C=C/C(=O)OCCCN(C)C
  4, -11, -1, ., ., -4, ., -1
17. CCOC(=O)C1=CCN(S(C)(=O)=O)C1c1ccc(C)cc1 (centres undefined)
  4, -16, 5, 2, -1, -11, -2, 0
18. COc1ccc(NC(=O)Nc2ccc(N3CCCC3=O)cc2)cc1OC
  -15, ., 2, 10, 1, ., -5, 4
19. Cc1sc(NC(=S)NC(=O)c2ccco2)c(C(N)=O)c1C
  -22, -2, 9, ., 4, -1, ., 2
20. Cc1noc(C)c1NC(=O)Nc1ccc2c(c1)C(=O)N([C@@H](C)CO)C[C@H](C)[C@H](CN(C)S(=O)(=O)c1ccc(F)cc1)O2
  -18, 8, 13, 12, 6, 2, 1, 5

Down the list, from the results shown.
FN deposit inh for entries 11 to 19, in order: -11, -4, ., 0, ., -4, -11, ., -1
PAX8 inh HTS for entries 11 to 19, in order: -11, 10, -8, 5, -14, -11, -16, ., -2

Continued.
Values run as follows: EWS-Fli block, PAX8 inh HTS, S100A4 MyoIIA, LGR2 antag, PGC1a acetyl inh, FN deposit inh, PglD DTNB, ERAP1 inh
21. COc1ccc(CNC(=O)c2cc(=O)c3c(C)cc(C)cc3o2)cc1
  13, -7, -10, 15, ., 8, 9, -5
22. Cc1nc(N2CCCCC2)[nH]c(=O)c1CN(C)N=O
  5, -22, -2, -11, -8, -1, -4, 2
23. C[C@H](CO)N1C[C@H](C)[C@H](CN(C)C(=O)CCC(F)(F)F)OCc2cnnn2CCCC1=O
  3&7, 7&-11, -7&13, 4, 14, 19&-5, -3&-3, 0&1
24. COC(=O)c1ccc(-c2ncc[nH]2)cc1
  -16, 2, 3, -53, ., 17, ., 7
25. C/C(=N\NC(=O)c1ccc(N(C)C)cc1)c1cccnc1
  -27, -12, -12, 4, 1, 11, 3, 1
26. O=C(CCNC(=O)c1ccc(Br)cc1)NCc1ccco1
  -7, 16, 1, -28, ., 11, 5, 1
27. O=C(NCc1ccco1)c1ccc(CS(=O)c2ccccc2Cl)o1 (centres undefined)
  3, -10, -1, 14, ., -6, 5, 0
28. CC(=O)c1ccc(N(CC(=O)NC2CCCC2)C(=O)CCC(=O)Nc2cc(C)on2)cc1
  -1, 5, 0, 1, -9, 13, 2, -2
29. COc1cccc(C(=O)NCCS(=O)(=O)N2CC(C)CC(C)C2)c1 (centres undefined)
  0, 3, -13, -11, 5, -3, 3, -1
30. CCCn1nnnc1NCc1c(F)cccc1Cl
  5, 11, 4, 11, -4, -11, ., -2
31. CCN(CC)Cc1cc(CC(C(N)=O)C(N)=O)ccc1OC
  ., -21, ., ., -11, -11, -3, .
32. CN(C)S(=O)(=O)c1cccc(-c2nn(-c3ccccc3)cc2/C=C2\SC(=S)NC2=O)c1
  -1, 2, 2, 16, ., 1, ., -2
33. COc1ccc(NC(=O)c2ccco2)cc1NC(=O)c1ccc(C#N)cc1F
  13, 26, 11, 3, ., -12, 1, -1
34. O=C(NNC1CCN(Cc2ccccc2)CC1)c1ccccc1
  5, -4, -1, 5, 6, -17, -5, -2
35. COc1ccc(-c2cn(Cc3ccc4c(c3)C(=O)c3ccccc3C4=O)nn2)cc1
  -8, 4, 6, 11, 3, 4, 1, -3
36. CC(=O)c1ccc(NC(=O)CCNS(=O)(=O)c2cc(Br)cnc2N)cc1
  6, -10, -2, 15, 2, 6, 0, 3
37. CCCn1c(N)c(C(=O)COc2ccc(Br)cc2F)c(=O)n(C)c1=O
  -4, 2, 0, -8, -9, 4, 0, -1
38. CC(=O)N1CCCc2cc(S(=O)(=O)CCC(=O)N3CCN(c4cccc(C)c4)C(C)C3)ccc21 (centres undefined)
  -1, 13, -5, -19, -14, -11, 1, 4
39. CCOC(=O)C(=CNc1nc(-c2ccccc2)c(C(=O)Nc2ccc(-c3ccccc3)cc2)s1)C(=O)OCC
  6, -8, 41, 12, -7, 2, 4, 1
40. CNc1ccc(/C=C\CCCO)cn1
  -28, -42, 1, -18, 1, 2, -5, -1
41. COc1cc2c(cc1OC)C(C1C(=O)CC(C)(C)CC1=O)N(C(=O)CCl)CC2 (centres undefined)
  -2, 5, -5, -3, ., -2, ., -7
42. Cc1ccccc1Nc1nc(=O)c2cc([N+](=O)[O-])ccc2s1
  ., -10, ., -6, ., 5, 0, .
43. COc1ccc(C2=Nc3ccccc3N(C(=O)c3ccc(C)cc3)C2C(=O)NCc2ccccc2)cc1 (centres undefined)
  -8, 31, -4, -3, ., 6, ., .
44. C[C@@H]1CN([C@@H](C)CO)S(=O)(=O)c2ccc(C#C[C@@H](C)O)cc2O[C@@H]1CN(C)C(=O)C1CC1
  -7, ., 68, -11, 2, ., 5, 3
45. COCC(=O)N(C)C[C@@H]1Oc2cc(C#CC(C)C)ccc2S(=O)(=O)N([C@@H](C)CO)C[C@@H]1C
  -6, -6, ., -14, 12, -5, 0, .
46. CC(C)NC(=S)NC(=O)/C=C/c1cccc2ccccc12
  1, 22, -4, -1, -2, 6, -5, -1
47. Cc1ccn2c(NCc3ccc4c(c3)OCO4)c(-c3ccc(O)cc3)nc2c1
  -6, ., -4, -7, 9, ., 0, 1
48. COc1ccc(CNC(=O)c2c(F)c(F)c(F)c(F)c2F)cc1
  14, 14, -2, ., ., 3, ., 6
49. CC(C)=CCN1CCN(Cc2cc3ccccc3[nH]2)CC1CCO (centres undefined)
  13, 9, -6, -4, 8, -3, -2, -1
50. COc1cccc(NC(=S)N2c3ccccc3CC2C)c1 (centres undefined)
  ., 3, 0, -6, -12, 5, -2, -2
51. COc1ccccc1NS(=O)(=O)c1ccc(N2CCOCC2)c(NC(=O)c2ccco2)c1
  7, 4, 3, -2, 1, ., ., 6
52. CC(C)NC(=O)N(C)C[C@@H]1Oc2ccc(N(C)C)cc2CC(=O)N([C@@H](C)CO)C[C@H]1C
  ., 6, 10, -25, 3, ., 8, 2
53. COc1ccc2c3c(n(C)c2c1)[C@H](CO)N(C)CC31CN(CC2CC2)C1
  -7, -4, 7, 9, -2, -4, ., 1
54. CCOc1ccccc1N1CCN(C(=O)c2c(-c3c(F)cccc3Cl)noc2C)CC1
  ., 7, -2, 6, -1, ., 3, -3
55. CC(C)(C)NC(=O)CN(Cc1cccs1)C(=O)CN1C(=O)C(=O)c2ccccc21
  18, 6, -5, 2, ., 2, -8, .
56. Cc1nonc1OC(C)CNCCNc1ccc([N+](=O)[O-])cc1 (centres undefined)
  16, 7, -6, 1, -10, 1, -6, 3
57. CO[C@H]1CC[C@H]2CCOc3c(C#N)cccc3C(=O)N(C)C[C@@H](c3ccccc3)CC(=O)N(C)C[C@@H]1O2
  -4, -16, -2, 15, -1, 0, 2, 3
58. O=C(NC(=S)Nc1ccccc1CO)C1CCCCC1
  -6, -50, -1, -12, -7, 3, 0, -3
59. O=C(CCN1CCc2ccccc2C1)Nc1ccc(F)cc1
  ., 22, ., ., 2, 0, 4, .
60. C/C=C1\NC(=O)[C@H](C)NC(=O)[C@@H](NC(=O)[C@@H](Cc2ccc(O)cc2)NC(=O)[C@@H](NC(=O)/C(C)=C/C)C(C)C)[C@@H](C)OC(=O)[C@H](CCCCc2ccc(O)cc2)NC(=O)[C@@H](CCC(=O)OC)NC1=O
  4, 0, -2, -11, -10, 5, -4, 2
61. Cc1ccccc1N1CCN(C2CCCN(C(=O)CSc3ccccn3)C2)CC1 (centres undefined)
  -14, 13, -13, -10, -4, -2, -1, -1
62. C[C@@H]1CN([C@@H](C)CO)C(=O)c2cc(NC(=O)Nc3ccc4c(c3)OCO4)ccc2O[C@@H]1CN(C)S(=O)(=O)c1ccccc1
  -7, ., 6, -14, -7, ., -1, -3
63. COc1ccccc1CN1C[C@H](C)[C@@H](OC)CN(C)C(=O)c2cc(NC(C)=O)ccc2OC[C@@H]1C
  1, -14, -3, 2, -2, -5, 0, .

High-throughput results: PubChem, Broad Institute
